CHT PAM = CHT positive allosteric modulators, primary screen, cell-based, membrane potential dye, choline EC20 | 310,000 tested, 0.49% active | High affinity choline transporter 1 (Homo sapiens), Q9GZV3 | CHT-expressing cells; stronger effect = higher value; LV-AA mutant CHT in HEK293 cells | B-score at 10 µM | AID 488977, 2010;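 active means initial fluorescence not abnormally high and integrated response B-score, plate-corrected, over 3 SD above library mean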
Target sequence (Q9GZV3 whole entry, looked up): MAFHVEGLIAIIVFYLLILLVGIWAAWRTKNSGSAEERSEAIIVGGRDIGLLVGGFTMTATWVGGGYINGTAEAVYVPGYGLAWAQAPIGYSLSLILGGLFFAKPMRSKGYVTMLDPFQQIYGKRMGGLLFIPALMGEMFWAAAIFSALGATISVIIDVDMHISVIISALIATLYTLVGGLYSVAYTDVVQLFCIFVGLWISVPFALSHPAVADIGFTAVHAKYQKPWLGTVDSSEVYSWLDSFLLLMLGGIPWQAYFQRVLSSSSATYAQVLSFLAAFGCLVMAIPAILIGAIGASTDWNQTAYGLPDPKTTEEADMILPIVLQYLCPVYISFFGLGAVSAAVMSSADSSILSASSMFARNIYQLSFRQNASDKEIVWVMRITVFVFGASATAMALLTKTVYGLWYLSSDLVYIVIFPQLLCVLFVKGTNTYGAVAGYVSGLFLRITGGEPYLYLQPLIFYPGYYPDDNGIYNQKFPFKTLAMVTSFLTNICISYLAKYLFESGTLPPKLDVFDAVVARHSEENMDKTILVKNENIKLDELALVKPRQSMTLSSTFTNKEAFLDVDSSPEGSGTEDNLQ
OX1R antag = OX1R (HCRTR1) antagonists, primary screen, fluorescence, CHO/OX1R cells, Fluo-8 calcium, orexin A. Fluo-8 calcium fluorescence. inhibition, % at 5 µM. 330,000 tested, 0.43% active. Orexin/Hypocretin receptor type 1 (Homo sapiens), O43613;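 active means inhibition above its plate's threshold, mean inhibition of all tested compounds on the plate plus 3 SD, cut at about 37% in these data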;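 further: 0% = orexin A challenge wells and 100% = SB-334867-A antagonist wells; not every result past the cut was called active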
Target sequence (O43613 whole entry, looked up): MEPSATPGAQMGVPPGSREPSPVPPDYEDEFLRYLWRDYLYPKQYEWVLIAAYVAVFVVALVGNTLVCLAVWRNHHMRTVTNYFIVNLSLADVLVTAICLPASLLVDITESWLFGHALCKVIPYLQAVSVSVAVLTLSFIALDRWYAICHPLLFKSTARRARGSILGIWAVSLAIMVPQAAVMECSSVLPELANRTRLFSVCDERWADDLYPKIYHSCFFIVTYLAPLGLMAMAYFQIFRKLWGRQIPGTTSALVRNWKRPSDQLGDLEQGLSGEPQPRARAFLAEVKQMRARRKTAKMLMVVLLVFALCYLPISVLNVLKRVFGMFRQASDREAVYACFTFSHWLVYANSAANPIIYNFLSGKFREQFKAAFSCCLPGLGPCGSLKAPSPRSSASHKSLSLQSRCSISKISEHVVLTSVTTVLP
Active calls of the source: *; i = inactive; nt = not tested or not shown.

SMILES | CHT PAM | OX1R antag
CSCc1cc(N2CCOCC2)nc(SCc2ccc(Cl)cc2Cl)n1 | i | 2.6
CCOc1cc(C(=O)NC)cc(OCC)c1OCC | i | -5.4
CC1CN(S(=O)(=O)c2cccc(C(=O)OC(C)C(=O)NC3CCCCC3C)c2)CC(C)O1 (stereo not given) | i | -16.4
CCOc1ccc(CCNC(=O)C2CC(=O)N(c3ccccc3OCC)C2)cc1OCC (stereo not given) | i | -43.4
CC(C)C(=O)N1CCN(c2nc3ccc(Cl)cc3s2)CC1 | i | -2.6
COc1ccc(C(=O)Nc2cccc(C)c2)cc1 | i | -8.5
O=c1c(N2CCOCC2)c(N2CCOCC2)c1=O | i | -9.5
Cc1cccc(/C=C(\C(=O)C(=O)O)c2ccc3ccccc3n2)c1 | i | -17.5
CN(CCO)C(=O)c1c(NC(=O)c2ccccc2)sc2c1CCCC2 | i | -18.9
CS(=O)(=O)N(CC(=O)NCc1ccc2c(c1)OCO2)c1cccc(Cl)c1 | i | -10.0
COc1ccc(N/N=C(\C#N)C(=O)NCCc2ccc(OC)c(OC)c2)cc1 | i | -29.8
Fc1ccc(-c2ccc(CNCc3ccccn3)o2)cc1Cl | i | -8.6
CN(C)CCCNc1nc(-c2ccc(Cl)cc2)nc2ccccc12 | i | -30.9
COc1ccc(N=Nc2ccc(CO)cc2)cc1 | i | 1.1
COC(=O)c1cc(NC(=O)c2ccc(OC)cc2)c(=O)oc1C | i | -19.0
Cc1ccn(S(=O)(=O)c2ccc(C(C)(C)C)cc2)n1 | i | -11.8
Cc1ccc(S(=O)(=O)NCCC(=O)NCc2ccco2)cc1 | i | -0.3
CN(Cc1ccccc1)C(=O)C1CCN(Cc2ccc(F)cc2)CC1 | i | -4.2
Cc1cccc(N(CC(=O)NCc2ccc(F)cc2)C(=O)c2ccco2)c1 | i | -17.9
COc1cccc(C(=O)Nc2ccc3c(c2)OCO3)c1OC | i | -10.0
O=C(COc1ccccc1Cl)Nc1ccc(NC(=O)c2ccco2)cc1 | i | -12.5
Cc1nc(SCC(=O)NCC2CCCO2)c2oc3ccccc3c2n1 (stereo not given) | i | 0.4
COc1ccc(-n2cc(-c3ccccc3)[n+]3c2CCCCC3)cc1 | 6.51* | -2.7
COc1ccc(C(=O)NC(=S)Nc2cccc3ncccc23)cc1[N+](=O)[O-] | i | -8.7
O=C(O)CSc1ccc(NC(=O)Nc2ccccc2F)cc1 | i | 7.2
SMILES | CHT PAM | OX1R antag
COc1ccccc1NC(=O)CNC(=O)c1ccc(F)cc1 | i | -7.9
Cn1cnnc1SCC(=O)Nc1ccc2nc(SCc3ccccc3F)sc2c1 | i | 0.2
O=C(CN1CCOCC1)Nc1nc2ccc(Br)cc2s1 | i | -20.5
O=C(CCC1CCN(Cc2ccc(C#CCCO)cc2)CC1)NC1CC1 | i | -5.7
CCOc1cc(N2CCOCC2)c(OCC)cc1NC(=O)c1c(-c2ccccc2)noc1C | nt | -27.1
C=CCNc1cnn(CC(C)=O)c(=O)c1Br | i | -0.6
Cc1ccc(S(=O)(=O)NC2=NCN(C(C)C)CN2)cc1 | i | -5.0
COc1ccc(NC(=O)Nc2ccc(F)cc2F)cc1 | i | -5.3
O=C(CN1C(=O)NC(Cc2c[nH]c3ccccc23)C1=O)Nc1ccc(F)cc1F (stereo not given) | nt | -10.1
CC(C)CC1=C/C(=C/c2ccc(-c3ccccc3)o2)C(=O)O1 | i | -21.6
COC(=O)c1ccc(NC(=S)NCCc2cccc(C)c2)cc1 | i | -4.9
CC(=O)Oc1ccc(/C=N/NS(=O)(=O)c2ccccc2)cc1 | i | -12.2
CN(C(=O)COC(=O)C1COc2ccccc2O1)C1(C#N)CCCCC1 (stereo not given) | nt | 8.8
COc1ccc(CN(CC(=O)NCc2ccccc2)C(=O)CCC(=O)Nc2nccs2)cc1 | i | -22.8
Cc1ccc(S(=O)(=O)/N=C(\Nc2cc(C)on2)c2ccc(Cl)cc2)cc1 | i | -22.7
CC(CC(=O)O)CC1=NS(=O)(=O)c2ccccc2N1 (stereo not given) | i | -0.4
COc1ccc2c(C)c(CC(=O)N3CCN(C(=O)C4COc5ccccc5O4)CC3)c(=O)oc2c1C (stereo not given) | i | -36.3
CCCCc1nc(NCCO)c(C#N)c2c1CCCC2 | i | -39.7
CCOC(=O)c1c(C)oc2c1cc(O)c1ccccc12 | i | -15.1
NC(=O)c1c(NC(=O)CN2CCCC2)sc2c1CCCC2 | i | -16.7
CCn1cc(S(=O)(=O)c2ccc(OC)cc2)c(=O)c2cc(OC)ccc21 | i | -20.4
CCCOCc1ccc(O)c2ncccc12 | i | 7.5
COc1ccc(NC(=O)COC(=O)CNS(=O)(=O)/C=C/c2ccccc2)cc1OC | nt | -9.1
Cc1ccc2oc(NC(=O)N3CCOCC3)cc(=O)c2c1 | i | -24.8
CC(C)NC(=O)COC(=O)c1cc(=O)[nH]c2ccccc12 | i | -3.8
SMILES | CHT PAM | OX1R antag
Cn1c(C(=O)N2CCOCC2)cnc1Sc1ncc(C(F)(F)F)cc1Cl | i | -4.6
Cc1ccc(C)c(N2CCN(C(=S)Nc3ccc4nc(N5CCOCC5)cc(C)c4c3)CC2)c1 | i | -21.1
Cc1cc(C)c(S(=O)(=O)N2CCCC(C(=O)NCc3ccncc3)C2)c(C)c1 (stereo not given) | i | -3.7
O=C(c1ccccc1)N(CCN1CCOCC1)C1(C(=O)Nc2ccccc2)CCCCC1 | i | -24.2
N#CCCN1CCN(S(=O)(=O)c2ccc3c(c2)OCCCO3)CC1 | i | 4.4
COC(=O)c1ccccc1C(=O)N1CCCC(C(=O)c2cc(F)ccc2F)C1 (stereo not given) | i | 2.0
Cc1nc2nc(C)c(CCC(=O)NCCC3=CCCCC3)c(C)n2n1 | i | -3.6
Cc1ccc2c(c1)C(=C(C#N)C#N)C(=O)N2CCN1CCCCC1 | i | -32.1
COc1ccccc1NC(=O)COc1ccccc1 | i | 0.0
Cc1cc(S(=O)(=O)Nc2cccc(Cl)c2)c(C)s1 | i | -22.2
CCN(CC)S(=O)(=O)c1ccc(N2CCOCC2)c(NC(=O)COc2ccc(Cl)cc2)c1 | i | -30.2
O=C(COc1c(CO)cc(Br)cc1CO)NC1CCCc2ccccc21 (stereo not given) | i | -12.5
Cc1nc2sc3c(NCc4ccco4)ncnc3c2c2c1COC(C)(C)C2 | i | -26.4
C/C(=N\Nc1c(Cl)c(Cl)nc(C(=O)O)c1Cl)c1ccc(O)cc1 | i | -6.8
CCOc1cccc(-c2nc(C(N)=O)c3[nH]c(=O)n(-c4cccc(Cl)c4)c3n2)c1O | i | -8.5
CCC(C)N(C(=O)CSc1nnc(COc2ccccc2F)n1N)C1CCS(=O)(=O)C1 (stereo not given) | i | -25.6
COc1ccc2nc(SCC(=O)Nc3cc(C)on3)[nH]c2c1 | i | -17.7
COC(=O)COc1c(/C=C\c2nc(O)c([N+](=O)[O-])c(=O)[nH]2)cccc1OC | i | -11.5
CC(C)c1nc(C(N)=O)c2[nH]c(=O)n(-c3ccc(F)cc3)c2n1 | i | -4.1
CN(c1nnc(N)s1)C1CCCCC1 | i | -3.4
COc1ccc(S(=O)(=O)N2CCN(S(=O)(=O)c3ccc(C(F)(F)F)cc3)CC2)cc1C | i | -9.8
CCC(Cc1ccccc1)NC(=O)c1ccc2nc(N3CCOCC3)sc2c1 (stereo not given) | i | -31.4
N=C(N)n1c(N)nc2ccccc2c1=O | i | -19.8
NS(=O)(=O)c1cnccc1Oc1cccc(Cl)c1 | i | 3.1
CC(C)c1ccc(NC(=O)COC(=O)C2=COCCO2)cc1 | i | -1.2

By substructure, the compounds so far with a nitro group on carbon.
SMILES | CHT PAM | OX1R antag
COc1ccc(C(=O)NC(=S)Nc2cccc3ncccc23)cc1[N+](=O)[O-] | i | -8.7
COC(=O)COc1c(/C=C\c2nc(O)c([N+](=O)[O-])c(=O)[nH]2)cccc1OC | i | -11.5

(next part)
SMILES | CHT PAM | OX1R antag
Cc1c(CCC(=O)NCCCC(=O)O)c(=O)oc2cc3oc4c(c3cc12)CCCC4 | i | -25.3
Cc1cc(SCC(=O)c2ccc(O)c(O)c2)nc2ccccc12 | i | 3.2
Nc1n[nH]c(-c2ccc(Br)cc2)c1Cl | i | -17.5
COc1ccccc1CNC(=O)c1cc(C(C)=O)c[nH]1 | i | 8.3
O=C(c1cccnc1)N1C2C=CC(C2)C1(C(F)(F)F)C(F)(F)F (stereo not given) | i | 6.3
O=C(NCc1csc(-c2cccs2)n1)Nc1ccc(F)cc1F | i | -18.4
CCOC(=O)c1ccc2nc(C(F)(F)F)[nH]c(=O)c2c1 | i | -2.5
COCC(=O)N1CCC(Oc2ccc(C(=O)NCc3cc(C(C)C)no3)cc2)CC1 | i | 1.8
COc1ccc(CCC(=O)c2ccc(OC)cc2)cc1 | i | -7.7
O=c1[nH]cc(S(=O)(=O)N2CCN(c3cccc(C(F)(F)F)c3)CC2)c(=O)[nH]1 | i | -6.9
O=C(CNS(=O)(=O)c1ccccc1F)OCC(=O)c1c[nH]c2ccccc12 | nt | -9.7
O=C(NCCCN1CCOCC1)C(=O)N/N=C/c1ccc2c(c1)OCO2 | i | -11.5
O=C(NCCCc1nc2ccccc2[nH]1)c1cccs1 | i | -19.4
COc1cc(C(=O)NC(=S)N(CCC#N)Cc2cccnc2)cc(OC)c1OC | nt | -8.6
O=C(Cn1cnc2ccccc21)Nc1ccc(C(=O)O)cc1 | i | 12.0
O=C(CNC(=O)c1cc(Cl)cc([N+](=O)[O-])c1)OCC(=O)N1CCCCC1 | nt | -6.5
Cc1cccc(NC(=O)NC2(C)CCS(=O)(=O)C2)c1 (stereo not given) | i | -21.3
O=C(N/N=C1\CCSc2ccc(F)cc21)c1cccnc1 | i | -20.4
CC(=O)N1CCCc2cc(S(=O)(=O)N3CCCC(C(=O)NCc4ccccc4Cl)C3)ccc21 (stereo not given) | i | -18.9
CCCCCn1c(SCCc2ccccc2)nc2c1c(=O)[nH]c(=O)n2C | i | -25.1
CCOc1ccc(S(=O)(=O)N(CC(=O)NCc2cccnc2)c2ccc(F)cc2)cc1 | i | -36.5
CCOc1ccc(S(=O)(=O)N2CCN(C(=S)NCc3ccco3)CC2)cc1 | i | -9.1
CNC(=O)NC(=O)COC(=O)CCCOc1ccc(OC)cc1 | i | 8.5
CN1CCN(S(=O)(=O)c2cccc(C(=O)Nc3ccc(Br)cc3Br)c2)CC1 | i | -20.8
Cc1cc(F)ccc1NS(=O)(=O)c1c(C(=O)N2CCOCC2)c(C)n(C)c1C | i | -16.8
N#Cc1cc([N+](=O)[O-])ccc1NC(=O)COC(=O)C1CCC(=O)N1 (stereo not given) | nt | -13.7

Filtered by structure, those above containing a Cl atom.
SMILES | CHT PAM | OX1R antag
CSCc1cc(N2CCOCC2)nc(SCc2ccc(Cl)cc2Cl)n1 | i | 2.6
CC(C)C(=O)N1CCN(c2nc3ccc(Cl)cc3s2)CC1 | i | -2.6
CS(=O)(=O)N(CC(=O)NCc1ccc2c(c1)OCO2)c1cccc(Cl)c1 | i | -10.0
Fc1ccc(-c2ccc(CNCc3ccccn3)o2)cc1Cl | i | -8.6
CN(C)CCCNc1nc(-c2ccc(Cl)cc2)nc2ccccc12 | i | -30.9
O=C(COc1ccccc1Cl)Nc1ccc(NC(=O)c2ccco2)cc1 | i | -12.5
Cc1ccc(S(=O)(=O)/N=C(\Nc2cc(C)on2)c2ccc(Cl)cc2)cc1 | i | -22.7
Cn1c(C(=O)N2CCOCC2)cnc1Sc1ncc(C(F)(F)F)cc1Cl | i | -4.6
Cc1cc(S(=O)(=O)Nc2cccc(Cl)c2)c(C)s1 | i | -22.2
CCN(CC)S(=O)(=O)c1ccc(N2CCOCC2)c(NC(=O)COc2ccc(Cl)cc2)c1 | i | -30.2
C/C(=N\Nc1c(Cl)c(Cl)nc(C(=O)O)c1Cl)c1ccc(O)cc1 | i | -6.8
CCOc1cccc(-c2nc(C(N)=O)c3[nH]c(=O)n(-c4cccc(Cl)c4)c3n2)c1O | i | -8.5
NS(=O)(=O)c1cnccc1Oc1cccc(Cl)c1 | i | 3.1
Nc1n[nH]c(-c2ccc(Br)cc2)c1Cl | i | -17.5
O=C(CNC(=O)c1cc(Cl)cc([N+](=O)[O-])c1)OCC(=O)N1CCCCC1 | nt | -6.5
CC(=O)N1CCCc2cc(S(=O)(=O)N3CCCC(C(=O)NCc4ccccc4Cl)C3)ccc21 (stereo not given) | i | -18.9

Screening data: PubChem BioAssay, several laboratories
